HepG2 tox – counter-screen for TGF-b inhibitors: cytotoxicity in HepG2 cells; HepG2 CAGA-GFP viability, ATP luminescence, 18 h; Potency, µM (titrated, usually from 46.1 µM), without a hit: top-dose activity change, negative = cytotoxicity, usual class: cytotoxic; 410,000 tested, 0.76% active; AID 588856; also: potency is read from the fitted curve at half-maximal effect; some results filed as inactive show a strong effect at the top dose
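HepG2 CAGA-GFP cells (1000/well, DMEM with 1% FBS) received compound, then TGF-beta at 500 pg/mL final, and were incubated 18 hours at 37 degrees C. Viability was read by CellTiter-Glo luminescence. Media-only wells were set as complete cell-killing and DMSO as no toxicity.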
IL-2 act – activators of IL-2. IL-2 activation reporter assay, cell-based qHTS; stimulated with anti-CD3/CD4/CD28 beads; in transgenic mouse T cells. activation, % (series mostly up to about 46 µM). 360,000 tested, 0.065% active. AID 652025; in the data active = activation above about 50%; inconclusive = mostly about 30% to 49%; also: 0% is about no effect
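Screening format: compound pinned onto unstimulated transgenic mouse T cells, 60 min incubation, then anti-CD3/anti-CD4/anti-CD28 bead stimulation for 18 hours at 37 degrees C, followed by EGFP and DsRed detection.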
ATXN viability – cell viability loss in ATXN counter-screen; S2 cells (HEK-293 line with an ATXN2-luciferase reporter) viability, CellTiter-Fluor protease fluorescence, 24 h; Potency, µM (top dose mostly 56.7 µM), most hits filed as cytotoxic; 400,000 tested, 0.49% active; also: potency is read from the fitted curve at half-maximal effect; nearly all actives have a fitted effect of over 40% in size
Nrf2 ARE act – activates Nrf2 signaling; AREc32 ARE-luciferase reporter (MCF7-derived line), luminescence, 24 h; Potency, µM (top dose mostly 46.1 µM), for the others: at the highest dose activation, usual class: activators; 410,000 tested, 0.31% active; also: potency is read from the fitted curve at half-maximal effect; % of control where 0% means no effect; nearly all actives have a fitted effect of over 65% in size
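Luminescent ARE reporter assay in AREc32_Fluc cells: overnight plating at 37 deg C, 24 hr compound incubation, Steady-Glo added, 30 min RT before reading.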
A549 viability – A549 cytotoxicity, counter-screen for Nrf2 inhibitors. AID 504648. A549 ARE-Fluc cells, CellTiter-Fluor viability, 18-24 h. Potency, µM (top dose mostly 46 µM), inactives show top-dose activity change, negative = cytotoxicity, hits mostly inhibitors. 390,000 tested, 0.16% active; also: potency is read from the fitted curve at half-maximal effect; % is scaled to controls: 0 for no effect and ±100 for the full control effect
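Cytotoxicity counterscreen: CellTiter-Fluor fluorescence was measured in A549 ARE_Fluc cells after 18-24 h of compound exposure in a concentration series. The subsequent BugLite luminescent read reports ARE-luciferase activity.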
ATXN2 expr inh – reduces ATXN2 reporter expression in HEK-293 cells | 360,000 tested, 0.72% active | HEK-293 ATXN2-luciferase reporter, luminescence, 24 h | Potency, µM (titrated, usually from 57 µM), for the others: at the top dose activity change, negative = inhibition, usual class: inhibitors; also: potency is read from the fitted curve at half-maximal effect; % is scaled to controls: 0 for no effect and ±100 for the full control effect; nearly all actives have a fitted effect of over 55% in size
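qHTS (up to 57 uM final) was run with 24 h compound exposure of reporter cells at 37 °C. Each well was multiplexed: SteadyGlo luminescence measured ATXN2-luciferase expression after a fluorogenic Gly-Phe-AFC viability readout (25 uM final).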
TGFb SMAD3 inh – blocks TGF-b signaling; HepG2 CAGA-GFP TGF-b/SMAD3 reporter, GFP fluorescence, 18 h; TGF-beta stimulated, 500 pg/mL final; Potency, µM (doses to about 46.1 µM), for inactives: at the highest dose activity, negative = inhibition, actives largely listed as inhibitors; 410,000 tested, 1.2% active; AID 588855; also: potency is read from the fitted curve at half-maximal effect; % is scaled to controls: 0 for no effect and ±100 for the full control effect; nearly all actives have a fitted effect of over 65% in size
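HEPG2 CAGA-GFP cells (1000/well, DMEM with 1% FBS) were pre-incubated 2 h at 37 degrees C, given compound by pin tool, then stimulated with TGF-beta at 500 pg/mL final for 18 h before per-cell GFP fluorescence imaging.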
EPAC2 agonist – agonists of human EPAC2 (RAPGEF4); Q8WZA2; EPAC2 activation, biochemical qHTS; response scale: 100% = 6.5 mM cAMP response; Potency, µM (series often up to 154 µM), for the others: top-dose activation, hits mostly activators; 360,000 tested, 0.079% active; AID 720711; also: potency is read from the fitted curve at half-maximal effect; nearly all actives have a fitted effect of over 50% in size
Target sequence (Q8WZA2 whole entry, looked up): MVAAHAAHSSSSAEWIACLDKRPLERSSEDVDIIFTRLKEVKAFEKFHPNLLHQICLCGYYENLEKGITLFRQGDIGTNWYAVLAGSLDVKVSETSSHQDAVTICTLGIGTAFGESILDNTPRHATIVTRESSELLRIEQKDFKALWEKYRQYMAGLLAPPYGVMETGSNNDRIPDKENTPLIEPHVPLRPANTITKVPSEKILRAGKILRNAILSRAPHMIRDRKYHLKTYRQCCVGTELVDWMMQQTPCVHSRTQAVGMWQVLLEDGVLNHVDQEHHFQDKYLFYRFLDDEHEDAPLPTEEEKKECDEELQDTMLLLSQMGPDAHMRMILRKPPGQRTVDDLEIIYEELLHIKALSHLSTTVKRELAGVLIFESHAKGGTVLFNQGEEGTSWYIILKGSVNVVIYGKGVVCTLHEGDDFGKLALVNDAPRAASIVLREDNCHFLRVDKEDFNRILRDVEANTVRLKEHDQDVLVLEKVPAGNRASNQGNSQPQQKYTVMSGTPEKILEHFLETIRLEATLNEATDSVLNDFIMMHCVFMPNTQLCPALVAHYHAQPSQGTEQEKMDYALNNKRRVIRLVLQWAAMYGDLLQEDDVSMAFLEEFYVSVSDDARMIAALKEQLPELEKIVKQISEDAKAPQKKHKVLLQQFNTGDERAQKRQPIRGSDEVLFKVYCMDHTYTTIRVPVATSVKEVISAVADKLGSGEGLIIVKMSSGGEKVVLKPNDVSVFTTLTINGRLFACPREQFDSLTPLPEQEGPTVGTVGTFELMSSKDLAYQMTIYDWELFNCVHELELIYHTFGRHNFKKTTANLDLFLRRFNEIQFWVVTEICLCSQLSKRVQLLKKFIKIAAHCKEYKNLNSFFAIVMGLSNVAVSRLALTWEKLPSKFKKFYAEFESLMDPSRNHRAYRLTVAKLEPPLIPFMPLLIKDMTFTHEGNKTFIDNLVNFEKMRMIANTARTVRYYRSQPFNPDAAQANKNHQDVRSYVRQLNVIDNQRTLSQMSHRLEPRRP
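Nucleotide exchange monitored as fluorescence drop when BODIPY-GDP leaves Rap1B. Reaction: 100 nM EPAC2, 250 nM RAP1B-BODIPY-GDP, 50 uM GDP, room temperature, kinetic read over 30 min. Activity expressed relative to 6.5 mM cAMP.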
Nrf2 block – Nrf2 pathway inhibition | 360,000 tested, 2.1% active | Potency, µM (series often up to 46 µM), inactives show at the top dose activity change, negative = inhibition, actives largely listed as inhibitors | A549 ARE-Fluc reporter, luciferase luminescence, 18-24 h; also: potency is read from the fitted curve at half-maximal effect; % is scaled to controls: 0 for no effect and ±100 for the full control effect; nearly all actives have a fitted effect of over 60% in size
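Cells were seeded and rested 2 h, then exposed to compounds for 18-24 h. CellTiter-Fluor was read first as a viability measure. BugLite was added 15 min before the final luminescent read of ARE-luciferase activity in A549 cells.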
* = called active by the depositor; i = inactive; ? = inconclusive; . = no result given; & = joins results of further samples; [ ] = another dose, or the depositor's remark. Unless noted, calls follow the shape of the dose curve; as a rule, active = well fitted curve in the direction sought with a large enough effect; inconclusive = small, poorly fitted or top-dose-only effect, or another doubt; inactive = no such curve, though single readings can be large; an effect the other way counts as inactive or inconclusive.

SMILES	HepG2 tox	IL-2 act	ATXN viability	Nrf2 ARE act	A549 viability	ATXN2 expr inh	TGFb SMAD3 inh	EPAC2 agonist	Nrf2 block
O=S(=O)(Nc1cccc(F)c1)c1ccc(S(=O)(=O)N2CCOCC2)cc1	-6%	-2.4	i	2.4%	.	.	-4%	7%	.
COc1ccc(NC(=O)c2ccco2)cc1NC(=O)COc1cc(C)ccc1C(C)C	-28%	.	i	-0.7%	-19%	-2%	-16%	.	18µM*
CCC(C)NC(=O)COC(=O)c1ccccc1OCC(=O)Nc1ccc(Br)cc1 (configuration not stated)	4%&0%	1.7	i	-0.4%	6%	-17%	4%&6%	-6%	-3%
COc1cc(/C=C(/C#N)C(=O)NC(C)c2ccccc2)cc(OC)c1O (configuration not stated)	-7%	3.4	i	3.2%	-5%	-1%	75%[activator]	0%	?
COCOCCn1cc(CN2CCS(=O)(=O)N(Cc3ccc(-c4cccc(CO)c4)cc3)C(CC(C)C)C2=O)nn1 (configuration not stated)	2%	-2.4	i	-0.7%	.	12%	2%	-10%	.
Cc1ccc(NS(=O)(=O)c2cc(C(=O)NCCCN(C)C)ccc2Cl)cc1Cl	-29%	-0.8	i	2.0%	-19%	6%	?	-2%	-1%
CCN(CC)C(=S)SC1CCCCN(C(=O)c2ccccc2)C1=O (configuration not stated)	-1%	-2.2	i	-0.6%	0%	-16%	1%	22%	-14%
CNC(=S)N1N=C(c2ccc(Br)cc2)CC1c1ccc(Br)cc1 (configuration not stated)	-3%	-3.3	i	-0.1%	-5%	-9%	-10%	9%	?
Cc1nc(C(F)(F)F)ccc1C(=O)NN1CCOCC1	-4%	-4.7	i	-0.4%	9%	-4%	5%	-7%	18%
CCCn1c(N)c(N2CCCCC2)c(=O)n(CC(=O)Nc2ccccc2C(F)(F)F)c1=O	-4%	1.3	i	0.3%	2%	-1%	-17%	-2%	1%
COc1ccc(NCC(=O)n2c(C)c(C)c3ccccc32)cc1	-28%	-0.3	.	3.0%	-12%	-6%	-19%	1%	0%
CCN(CC)S(=O)(=O)c1ccc(-c2nnc(SCC(C)=O)o2)cc1	-23%	-0.3	i	0.4%	-10%	1%	-3%	5%	-12%
Cc1ccc(C(CC(=O)O)Nc2nc(N3CCCCC3)nc(N3CCCCC3)n2)cc1 (configuration not stated)	-24%	1.2	i	-1.6%	-16%	1%	-16%	8%	.
COC(=O)c1cnc(N2CCN(c3ccc(F)cc3)CC2)c2ccccc12	3%	.	.	-0.8%	-16%	.	-1%	.	.
CCOc1ccc(C(=O)CSc2nnc3ccccn23)cc1	-9%	0.0	i	-0.1%	4%	59%[activator]	0%	2%	28%
O=[N+]([O-])c1ccccc1CN1CCN(S(=O)(=O)c2ccccc2)CC1	15%	-0.7	i	0.5%	-5%	-4%	-1%	9%	16µM*
Cc1c(CCC(=O)N2CCC[C@H]2C(=O)O)c(=O)oc2c(C)c3oc4c(c3cc12)CCCC4	-23%	-1.4	i	-2.7%	-9%	-36%	1%	-11%	6.5µM*
CC(C)C[C@@H](CN1CCC[C@@H]1CN1C(=S)NC[C@@H]1Cc1ccc(O)cc1)N1C[C@H](Cc2ccccc2)N(CCc2ccccc2)C1=S	-6%	-0.7	?	-0.2%	.	?	16µM*	3%	.
O=C1/C(=C\c2ccncc2)SC(=S)N1C1CCCCC1	21%	1.7	i	0.4%	0%	-11%	28%	-2%	-4%
CCC(=O)Nc1cccc(Oc2nc(C)cc(C)c2C#N)c1	9%	-1.4	i	-0.6%	0%	7%	5%	-1%	8%
CCOc1ccc(-n2c(SCC(=O)Nc3cc(C)on3)nc3c([nH]c4ccccc43)c2=O)cc1	-18%&-35%	-2.1	i	-0.7%&-0.9%	-2%&9%	-10%&10%	-7%&-7%	2%	?
CC(C)c1ccc(CNc2cc(N3CCCC3)ccc2[N+](=O)[O-])cc1	-4%	-0.5	?	-0.3%	-16%	7%	2%	5%	-20%
COc1ccc([N+](=O)[O-])cc1NC(=O)C(C)N1CCN(C(=O)c2ccco2)CC1 (configuration not stated)	12%	0.0	i	-0.7%	-5%	-3%	7%	-7%	12%
CC(C)C1Cc2c(sc3c2c(=O)n(Cc2ccccc2)c2nncn32)CO1 (configuration not stated)	13%	1.9	i	-0.4%	-10%	-3%	9%	-62%[inhibitor]	-21%
Cn1c(Cn2c(=O)sc3ccccc32)nnc1SCC(=O)Nc1ccccc1	-7%	-2.0	i	0.9%	9%	7%	-6%	12%	5%
CCCn1c(N)c(C(=S)NC(=O)C2CC2)c(=O)n(C)c1=O	5%	-1.1	i	0.0%	1%	0%	-2%	0%	6%
COc1ccc(N2CC(C)Cn3c2nc2c3c(=O)[nH]c(=O)n2C)cc1 (configuration not stated)	1%	0.6	i	-0.2%	-10%	-5%	-49%	-10%	-19%
O=C(COc1ccc(C(=S)N2CCOCC2)cc1)N1CCCC1	1%	-3.2	?	-0.7%	-8%	37%	-21%	-2%	-2%
C=COCCNC(=O)C(=O)NC(C)C	-5%	1.8	i	-0.6%	3%	-3%	3%	8%	3%
O=C(NC1CCc2ccccc21)c1cc(COc2ccc(F)cc2F)on1 (configuration not stated)	14%	-4.6	i	-0.6%	0%	.	0%	3%	0%
O=C(Cc1cccc(F)c1)N1CCOCC1	4%	-0.3	i	0.0%	-4%	-24%	0%	-8%	-25%
O=C1C(c2ccccc2)=[N+]([O-])c2ccccc21	11µM*	-0.4	?	9.6%	1%	?	?	3%	2%
COc1ccc(N2CCN(CCCNC(=O)Cn3c(-c4cccs4)cc4ccccc43)CC2)cc1	-67%	.	?	4.9%	-22%	-11%	?	.	-5%
O=C(O)c1cccnc1SC1CC(=O)N(c2cccc(C(F)(F)F)c2)C1=O (configuration not stated)	0%	-1.6	i	0.4%	-4%	-1%	-7%	4%	?
O=C(CC(NCc1cccnc1)C(=O)O)Nc1ccc(O)cc1 (configuration not stated)	-2%	.	i	-0.8%	0%	10%	3%	.	16%
CN(Cc1ccc(C(C)(C)C)cc1)C(=O)c1ccc2c(c1)OCO2	-14%	-1.0	i	-0.2%	0%	-29%	1%	17%	?
CN(C)c1ccnc2sc3c(NCC(O)CO)ncnc3c12 (configuration not stated)	-4%	-2.4	i	-0.7%	-18%	.	4%	-1%	-19%
NS(=O)(=O)c1ccc(Sc2ccc3c(c2)CCC3)nc1	-30%	-1.8	i	-0.2%	9%	-2%	?	5%	-16%
CC1(C(=O)Nc2cccc(OC(F)(F)F)c2)Cc2c(-c3ccc(C(N)=O)cc3)ccnc2O1 (configuration not stated)	-18%	0.1	i	0.0%	.	?	?	2%	.
O=C(NN1C(=O)/C(=C/c2cccs2)SC1=S)c1ccncc1	-21%	0.3	?	4.9%	?	-6%	-16%	7%	2%
Cc1ccc(CN2CCSCC2)c(C)c1	5%	-0.5	i	0.5%	0%	.	12%	4%	14%
CC(=O)N1CCc2c(sc(NC(=O)C3CCCN3S(=O)(=O)c3cccs3)c2C#N)C1 (configuration not stated)	-18%	0.5	i	0.7%	-1%	7%	-18%	-3%	?
CC(C)C[C@H](NC(=O)NC1CCCc2ccccc21)C(=O)O (some centres not stated)	2%	0.7	i	-0.2%	5%	-3%	10%	3%	-9%
COc1ccc(-c2csc(NC(=O)c3ccc(OCC(=O)N4CCOCC4)c(OC)c3)n2)cc1OC	-21%	-7.5	?	-0.7%	-13%	16µM*	0%	4%	?
CC(C)n1nnnc1C1c2ccccc2C(=O)N1CCc1ccc(O)cc1 (configuration not stated)	.	0.4	i	0.1%	.	6%	.	11%	.
Cc1cc(O)ccc1NC(=O)CCN1C(=O)c2ccc([N+](=O)[O-])cc2C1=O	-2%	1.4	i	0.4%[9.22 µM]	0%	-2%	-15%	14%	-2%
COc1cccc(COc2ccc3ccc(=O)oc3c2)c1	-4%	-1.6	i	28%	0%	85%[activator]	0%	16%	?
O=C(c1ccccc1)c1cc2c(cc1[N+](=O)[O-])OCCO2	2%	0.5	i	-0.1%	8%	-6%	1%	10%	16%
COc1ccc(-c2nnc(SCC(=O)N3CCCC(C)C3)o2)c(OC)c1 (configuration not stated)	-8%	-0.3	?	2.5%	0%	12%	-13%	11%	-3%
N#C/C(=C\c1ccc(Br)s1)C(=O)N1CCN(c2ccccc2)CC1	-1%	0.6	?	-0.6%	-1%	-2%	?	9%	-3%
Cc1cccc2sc(N(Cc3cccnc3)C(=O)CCc3ccccc3)nc12	-33%	.	.	0.4%	-3%	.	11µM*	.	.
CCOC(=O)C1CCN(S(=O)(=O)c2ccc3c(c2)CC(=O)N3C)CC1	1%	-0.1	i	2.1%	2%	-19%	-16%	11%	5%

A different layout for four compounds above.
Results follow in this order: HepG2 tox | IL-2 act | ATXN viability | Nrf2 ARE act | A549 viability | ATXN2 expr inh | TGFb SMAD3 inh | EPAC2 agonist | Nrf2 block
Cc1cccc2sc(N(Cc3cccnc3)C(=O)CCc3ccccc3)nc12
  -33% | . | . | 0.4% | -3% | . | 11µM* | . | .
CCOC(=O)C1CCN(S(=O)(=O)c2ccc3c(c2)CC(=O)N3C)CC1
  1% | -0.1 | i | 2.1% | 2% | -19% | -16% | 11% | 5%
N#C/C(=C\c1ccc(Br)s1)C(=O)N1CCN(c2ccccc2)CC1
  -1% | 0.6 | ? | -0.6% | -1% | -2% | ? | 9% | -3%
COc1ccc(-c2nnc(SCC(=O)N3CCCC(C)C3)o2)c(OC)c1 (configuration not stated)
  -8% | -0.3 | ? | 2.5% | 0% | 12% | -13% | 11% | -3%
